aSyn yeast inh: alpha-synuclein toxicity inhibition in yeast; 370,000 compounds, 0.14% hits; Potency, µM (series often up to 46.1 µM), for inactives: top-dose growth rescue (activation), actives largely listed as activators; Yeast expressing alpha-synuclein, growth rescue, BacTiter-Glo, 24 h; further: potency means the concentration at half of the fitted maximal effect; % of control where 0% means no effect; nearly all actives have a fitted effect of over 65% in size
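Galactose-induced alpha-syn yeast (OD600=0.02, raffinose-pregrown) + pinned cpd, 24 hr, 30 deg C; growth by BacTiter-Glo luminescence. Growth restoration scores as activation.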
IL-2 act: activates IL-2 in a cell-based reporter assay; IL-2 activation reporter assay, cell-based qHTS; stimulated with anti-CD3/CD4/CD28 beads; in transgenic mouse T cells; activation, % (series mostly up to about 46 µM); 360,000 compounds, 0.065% hits; in the data active means activation above about 50%; inconclusive means mostly about 30% to 49%; further: 0% is about no effect
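Using fluorescent plate cytometry, EGFP and DsRed are detected in transgenic mouse T cells stimulated 18 h at 37 degrees C with antibody-coated beads after 60 min compound pretreatment.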
Abeta rescue: A-beta toxicity reversal in yeast; yeast expressing A-beta42, growth rescue, OD600, 48 h; response scale: 0% DMSO, 100% iron-clioquinol control; Potency, µM (highest dose often 46.1 µM), for inactives: at the top dose growth rescue, most hits filed as activators; 410,000 compounds, 0.063% hits; further: potency means the concentration at half of the fitted maximal effect; nearly all actives have a fitted effect of over 55% in size
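Growth rescue measured by 600 nm absorbance after 48 h yeast culture at 30 C with compound. Values normalized between DMSO and an equimolar ferric chloride plus clioquinol control.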
EPAC1 antag: antagonists of human EPAC1 | EPAC1 GEF assay, Rap1b-BODIPY-GDP exchange fluorescence | AID 720709 | 360,000 compounds, 0.14% hits | O95398 | Potency, µM (highest dose often 115 µM), inactives show at the top dose activity change, negative = inhibition, hits mostly inhibitors;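 further: potency means the concentration at half of the fitted maximal effect; plate controls were vehicle for no effect and positive control for full effect; nearly all actives have a fitted effect of over 50% in size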
WRN helicase inh: inhibitors of human WRN helicase; 360,000 compounds, 0.46% hits; Potency, µM (doses to about 114 µM), without a hit: at the top dose activity change, negative = inhibition, hits mostly inhibitors; WRN helicase unwinding, fluorescent forked duplex, kinetic; further: potency means the concentration at half of the fitted maximal effect; on the % scale 0 is the no-effect control and ±100 the full control effect; nearly all actives have a fitted effect of over 55% in size
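Screening of the MLSMR collection measured strand separation of a quenched forked DNA duplex (100 nM) by 20 nM WRN with 2 mM ATP, all final. Compounds were preincubated with enzyme 15 min at room temperature.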
EPAC1 agonist: agonists of human EPAC1; Potency, µM (series often up to 154 µM), without a hit: at the top dose activation, usual class: activators; EPAC1 agonist qHTS, biochemical assay; response scale: 100% = response to 6.5 mM cAMP; 360,000 compounds, 0.073% hits; O95398; further: potency means the concentration at half of the fitted maximal effect; nearly all actives have a fitted effect of over 60% in size
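Multi-concentration qHTS readout: loss of Rap1B-bound BODIPY-GDP fluorescence driven by 100 nM EPAC1 with excess GDP (50 uM), monitored kinetically at room temperature; agonist response expressed relative to 6.5 mM cAMP.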
PI5P4K alpha inh: blocks human PI5P4K alpha kinase activity | P48426 | 330,000 compounds, 1.2% hits | PI5P4Kalpha enzyme, ADP-Glo luminescence, 60 min; hits give low values | max response, % | AID 652105; active means max response of -50% or lower; inconclusive means between -30% and -50%; inactive means -30% or higher; further: value at the top dose of about 77 µM; on the % scale 0 is the no-effect control and ±100 the full control effect
Target sequence (P48426 whole entry, looked up): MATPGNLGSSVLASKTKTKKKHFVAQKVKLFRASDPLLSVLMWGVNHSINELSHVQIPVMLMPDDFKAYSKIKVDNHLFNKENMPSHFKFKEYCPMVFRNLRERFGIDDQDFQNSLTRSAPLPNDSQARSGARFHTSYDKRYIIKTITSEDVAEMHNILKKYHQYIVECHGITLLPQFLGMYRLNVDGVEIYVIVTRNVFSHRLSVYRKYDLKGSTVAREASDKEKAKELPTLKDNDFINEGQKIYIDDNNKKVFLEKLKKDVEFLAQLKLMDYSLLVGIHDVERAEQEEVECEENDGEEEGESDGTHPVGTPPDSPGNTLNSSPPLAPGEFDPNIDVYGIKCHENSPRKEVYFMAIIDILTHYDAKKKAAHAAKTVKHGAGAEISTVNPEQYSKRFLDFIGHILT
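ADP-Glo luminescence end-point after a 60 min room-temperature kinase reaction. PI5P4Kalpha and substrate in HEPES pH 7.4 buffer with EGTA, 0.1% CHAPS and 5% DMSO; ATP at 5 microM final.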
FUS suppressor: suppressors of FUS proteinopathy in yeast. S. cerevisiae FUS-expressing, growth rescue, OD600, 24 h. Potency, µM (series often up to 76.6 µM), for the others: top-dose growth rescue (activation), usual class: activators. 390,000 compounds, 0.24% hits. AID 1347120;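 further: potency means the concentration at half of the fitted maximal effect; plate controls were DMSO vehicle for no effect and reference control for full effect; nearly all actives have a fitted effect of over 55% in size; some results filed as inactive show a strong effect at the top dose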
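Yeast expressing FUS under galactose induction, OD 0.005 in 2% galactose medium; compounds in a dilution series, 24 h at 30C. Growth rescue by absorbance at 600 nm; CP55940 positive control, DMSO negative.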
PLK1 PBD block: blocks phosphopeptide binding to human PLK1 polo-box domain; Potency, µM, inactives show max response, negative = inhibition, actives largely listed as inhibitors; P53350; AID 720504; 360,000 compounds, 2.8% hits; Plk1 PBD binding of FITC phosphopeptide, fluorescence polarization; further: potency means the concentration at half of the fitted maximal effect; series mostly up to about 57 µM; on the % scale 0 is the no-effect control and ±100 the full control effect; nearly all actives have a fitted effect of over 65% in size
Target sequence (P53350 whole entry, looked up, the tested form may be a part): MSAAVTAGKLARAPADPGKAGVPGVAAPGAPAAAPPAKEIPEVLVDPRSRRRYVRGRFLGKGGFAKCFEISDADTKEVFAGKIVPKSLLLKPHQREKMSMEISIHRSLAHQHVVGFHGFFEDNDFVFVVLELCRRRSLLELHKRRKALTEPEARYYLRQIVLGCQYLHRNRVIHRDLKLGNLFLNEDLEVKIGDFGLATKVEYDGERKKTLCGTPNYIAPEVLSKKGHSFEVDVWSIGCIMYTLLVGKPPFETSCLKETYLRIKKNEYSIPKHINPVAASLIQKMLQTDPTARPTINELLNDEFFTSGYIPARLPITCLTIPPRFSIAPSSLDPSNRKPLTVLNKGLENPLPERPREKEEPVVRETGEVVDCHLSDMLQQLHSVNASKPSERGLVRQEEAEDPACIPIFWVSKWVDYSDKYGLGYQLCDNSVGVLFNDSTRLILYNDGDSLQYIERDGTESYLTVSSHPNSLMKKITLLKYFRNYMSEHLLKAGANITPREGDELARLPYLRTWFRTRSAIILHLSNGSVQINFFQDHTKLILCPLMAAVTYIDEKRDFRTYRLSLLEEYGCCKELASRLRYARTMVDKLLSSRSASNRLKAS
* hit, by the source's call; ? = inconclusive; . = no result given; & = joins results of further samples; [ ] = another dose, or the depositor's remark. Unless noted, the call rests on the fitted dose curve; in most records, active means well fitted curve in the direction sought with a large enough effect; inconclusive means small, poorly fitted or top-dose-only effect, or another doubt; inactive means no such curve, though single readings can be large; an effect the other way counts as inactive or inconclusive.

SMILES	aSyn yeast inh	IL-2 act	Abeta rescue	EPAC1 antag	WRN helicase inh	EPAC1 agonist	PI5P4K alpha inh	FUS suppressor	PLK1 PBD block
CN(C)CCCN(CCCN(C)C)C(=S)Nc1ccc(S(=O)(=O)N2CCOCC2)cc1	4%	-1.8	-12%	14%	1%	-11%	3	4%	0%
Cc1nn(C)cc1CNC(=O)/C=C/c1cnn(C)c1	0%	-0.4	3%	-10%	-6%	5%	-3	-17%	0%
COCCNC(=O)C12CC3CC(CC(Cl)(C3)C1)C2	-2%	0.3	-11%	16%	-33%	3%	6	0%	-15%
O=C1NCCCC1C(=O)N1CCCCC1 (stereo not drawn)	-5%	-0.8	4%	-14%	-2%	-11%	3	16%	-3%
O=C(CSc1nnc(Cc2ccccc2)o1)NCCN1C(=O)CSC1=O	5%	-0.2	16%	10%	7%	-3%	.	26%	-2%
COCc1cc(C)nc(SCC(=O)Nc2cc3c(cc2C#N)OCO3)c1C#N	0%	-1.3	-1%	3%	6%	3%	0	2%	-1%
CCc1nc(SCC(=O)Nc2ccc(C(=O)O)cc2)n[nH]1	9%	3.4	-17%	-14%	-2%	-6%	-22	-24%	-8%
CC(C)c1cccc(C(C)C)c1NC(=O)CNCc1ccccc1F	5%	-0.2	14%	0%	8%	-4%	-2	-28%	-14%
CCn1c(C)[n+](CC)c2ccc(S(=O)(=O)N(C)C)cc21	-3%	-2.7	-19%	-8%	6%	5%	-19	9%	-18%
CCOCCCNC(=O)CN1C(=O)COc2ccc(S(=O)(=O)N3CCOCC3)cc21	9%	-3.9	10%&-14%	3%	6%	2%	-5	-15%&-36%	1%
COc1cc2c3c(c1)c(N=NC(N)=S)c(O)n3C(C)(C)C=C2C	0%	-0.2	0%	?	9%	6%	-1	12%	-5%
CCCN(CCC)S(=O)(=O)c1ccc(NC(=O)C2CCCO2)cc1 (stereo not drawn)	-1%	-1.9	3%	7%	-23%[57.1 µM]	-11%	1	-1%	-11%
COc1cccc(CNCc2cccc(Br)c2)c1OC	-4%	3.2	-6%	-10%	-3%[57.1 µM]	-3%	15	-13%	-12%
O=C1CCCC(O)=C1C1C2=C(CCCC2=O)Oc2ccccc21 (stereo not drawn)	-8%	-1.1	5%	-5%	6%	0%	-6	18%	-10%
OC(CCN1CCCCC1)(c1ccccc1)C1C[C@@H]2C=C[C@H]1C2 (stereo partly drawn)	-7%	-0.2	-18%	-9%	2%	-18%	-3	-22%	-3%
CCOC(=O)C(=O)Nc1nnc(Cc2ccc(OC)c(OC)c2)s1	4%	0.6	22%	3%	-5%	-4%	0	-5%	?
N#Cc1ccc(C(c2nnnn2CCc2ccccc2)N2CCCCCC2)cc1 (stereo not drawn)	4%	-1.0	9%	-13%	-13%	8%	.	15%	-1%
CC(c1n[nH]c(=S)n1-c1ccc(F)cc1)N1CCCCC1 (stereo not drawn)	-5%	-3.5	1%	4%	-2%	3%	6	6%	-16%
O=C(O)c1ccccc1NC(=S)NC(=O)c1sc2ccccc2c1Cl	-7%	-0.9	-15%	5%	6%	-8%	?	-25%	12µM*
O=C(C1=C(O)C(=O)N(CCN2CCOCC2)C1c1cccc([N+](=O)[O-])c1)c1cc2ccccc2o1 (stereo not drawn)	-2%	-1.9	0%	15%	3%	-5%	0	39%	-13%
CCn1cc(C(=O)NN)c(=O)c2cc(F)c(N3CCOCC3)cc21	-1%	-3.9	-3%	1%	89µM*	11%	-5	24%	-1%
CC(=NNC(=O)c1cccc(S(=O)(=O)N2CCOCC2)c1)c1ccccc1	0%	2.8	-16%	-11%	6%	-14%	-3	-12%	3%
CCOC(=O)Nc1cc(OC)c(OC)cc1Cc1nccc2cc(OC)c(OC)cc12	-2%	0.2	-9%	-3%	-5%	-2%	.	-6%	-10%
O=C(CCSc1ccccc1)Nc1nccs1	-5%	-0.4	14%	-5%	-3%	0%	.	14%	-11%
C=CCn1c(=O)c2ccccc2n2c(SCC(=O)O)nnc12	0%	-0.1	-2%	-6%	-5%	9%	-5	0%	-4%
Cc1c(C(=O)Nc2c(F)cccc2F)sc2ncnc(N3CCN(c4ccccc4)CC3)c12	5%	-0.8	-2%	-22%	-7%	10%	0	?	4%
CCCCNC(=S)N/N=C/c1sccc1C	9%	-4.5	?	-16%	-8%	-18%	3	-26%	-2%
CC1(C)CC(NC(=O)c2ccc(Cl)c(Cl)c2)CC(C)(C)N1	0%	-0.8	0%	10%	3%	10%	0	-10%	-7%
C(=C1c2ccccc2-c2ccccc21)c1ccccn1	1%	-0.5	-22%	-7%	-24%	27%	1	11%	4%
Cc1ccc(Nc2nc(N3CCOCC3)nc(N3CCOCC3)n2)cc1	2%	0.5	21%	-7%	-2%	-7%	.	2%	0%

3 entries picked at random from the list so far:
SMILES	aSyn yeast inh	IL-2 act	Abeta rescue	EPAC1 antag	WRN helicase inh	EPAC1 agonist	PI5P4K alpha inh	FUS suppressor	PLK1 PBD block
CCOC(=O)C(=O)Nc1nnc(Cc2ccc(OC)c(OC)c2)s1	4%	0.6	22%	3%	-5%	-4%	0	-5%	?
CCOC(=O)Nc1cc(OC)c(OC)cc1Cc1nccc2cc(OC)c(OC)cc12	-2%	0.2	-9%	-3%	-5%	-2%	.	-6%	-10%
Cc1c(C(=O)Nc2c(F)cccc2F)sc2ncnc(N3CCN(c4ccccc4)CC3)c12	5%	-0.8	-2%	-22%	-7%	10%	0	?	4%

New compounds follow:
SMILES	aSyn yeast inh	IL-2 act	Abeta rescue	EPAC1 antag	WRN helicase inh	EPAC1 agonist	PI5P4K alpha inh	FUS suppressor	PLK1 PBD block
O=C1NC[C@H](CCCCN2C[C@H](Cc3ccc(O)cc3)N(CCC3CCCCC3)C(=O)C2=O)N(CC2CCCCC2)C1=O	-2%	2.0	-2%	-2%	10%	-11%	-2	?	-4%
CCCOc1ccc(F)cc1-c1cc(C(=O)Nc2ccc(OC)nc2)[nH]n1	-14%	-0.3	1%	-15%	-8%	3%	-11	-3%	7%
Cc1ccc(-c2cc(C(=O)NCc3ccco3)c3ccccc3n2)o1	-5%	0.8	-15%	?	56µM*	-3%	-88*	39%	?
c1ccc(-n2ncc3c(NCCN4CCCCC4)ncnc32)cc1	-8%	-0.2	-1%	8%	4%	0%	-8	-14%	-2%
CCOc1ccc(-c2nc(C#N)c(N3CCN(CC)CC3)o2)cc1	7%	-0.4	14%	-20%	0%	1%	0	17%	-2%
OC(c1ccc(Cl)c(F)c1)c1ncc(-c2cccc3ccccc23)[nH]1 (stereo not drawn)	-1%	-0.2	-10%	-28%	-14%	-7%	15	19%	-4%
Cc1ccc(S(=O)(=O)CC(=O)Nc2ccccn2)cc1	3%	-0.1	-7%	-24%	0%	10%	3	13%	-8%
CN(CC(=O)Nc1ccc(F)cc1)C(=O)CCc1nc2ccccc2c(=O)[nH]1	-2%	0.8	-9%	10%	-6%	5%	4	37%	-7%
COCCCNC(=O)CCc1nc2cccnc2n1Cc1ccc(OC)cc1	-2%	-2.4	-9%	-6%	3%	15%	.	18%	-10%
Cc1ccc[n+](-c2nc([O-])sc2/C=N/Nc2ccc([N+](=O)[O-])cc2)c1	-1%	-3.3	-12%	15%	-1%	5%	-13	0%	-22%
COc1ccc(C(CCNCc2ccc(N(C)C)cc2)c2ccccc2)cc1 (stereo not drawn)	-5%	1.9	12%	-4%	3%[57.1 µM]	11%	3	-4%	-3%
COc1ccc(C2C3=C(CC(C)(C)CC3=O)Nc3c2c(=O)n(C)c(=O)n3C)cc1OC (stereo not drawn)	10%	0.0	-2%	5%	-5%	-7%	-21	2%	12µM*
CC1(C(=O)OCC(=O)Nc2ccc3ccccc3c2)CC1(Cl)Cl (stereo not drawn)	2%	-0.7	22%	-20%	-7%	12%	8	15%	-8%
C[C@]12c3[nH]c4ccc(Cl)cc4c3CCN1C(=O)[C@@H](CC(=O)NCc1cccc(C(F)(F)F)c1)C[C@@H]2C(=O)N1CCCCC1	10%	-0.4	16%	-22%	-10%	-19%	13	?	-7%
Cc1noc(C)c1NC(=O)Nc1ccc2c(c1)C(=O)N([C@H](C)CO)C[C@H](C)[C@@H](CN(C)C(=O)NC(C)C)O2	5%	-0.2	-11%	-1%	-3%	0%	0	-11%	-5%
CC(C)(C)OC(=O)N1CCC(c2cc(=O)n3[nH]c(-c4ccc(Cl)cc4)cc3n2)CC1	0%	-1.9	-5%	-10%	1%	-16%	1	-17%	4%
Cc1c(C(c2cc(O)ccc2Cl)c2c(C)n(C)n(-c3ccccc3)c2=O)c(=O)n(-c2ccccc2)n1C	-8%	-0.1	-12%	-5%	0%	-12%	-2	13%	-17%
CCN(CC)C(=O)c1ccc(Cn2cc([N+](=O)[O-])cn2)o1	-4%	0.0	-19%	-9%	5%	-16%	-4	-23%	-10%
O=C(CSc1ccc2ccccc2c1)NCCc1ccc(O)c(O)c1	8%	-0.4	-1%	-21%	?	5%	-25	1%	-13%
COCCOC(=O)c1c(NC(=O)CNc2ccc(C)c(F)c2)sc(C(N)=O)c1C	3%	-1.5	3%	-14%	1%	5%	0	1%	2%
O=C(Nc1ccc(N2CCOCC2)nc1)c1cccs1	-11%	0.6	15%	-25%	3%	-10%	3	11%	-8%
COc1ccc(C2=NC(=O)/C(=C\c3cc(OC)c(OC)c(OC)c3)O2)cc1	-2%	?	0%	10%	3%	6%	3	.	-9%
COc1ccc2c(c1)c(C(=O)N1CCN(C)CC1)c(C)n2-c1ccccc1	12%	-2.5	8%	0%	2%	0%	9	-5%	-1%
Cc1cc(=O)[nH]c(SCC(=O)Nc2ccnc3ccccc23)n1	1%	-0.9	-13%	5%	-17%	0%	7	-3%	-5%
O=c1c(-c2ccccc2)c[nH]n1-c1cccc([N+](=O)[O-])c1	-21%	0.7	-17%	2%	-1%	0%	-5	22%	-10%
Cn1c(=O)c2c(nc(Br)n2Cc2ccc3ccccc3c2)n(C)c1=O	-3%	0.5	-23%	9%	11%	10%	.	22%	-6%
CC(C)Oc1ccc(/C=C/C(=O)NCC2COc3ccccc3O2)cc1 (stereo not drawn)	2%	-2.7	?	-18%	-11%	-1%	5	20%	4%
O=c1[nH]cc(COCC(F)CCl)c(=O)[nH]1 (stereo not drawn)	-8%	0.0	7%	-9%	-5%	0%	1	-16%	-4%

Screening results from PubChem BioAssay.
